Assay outcomes: PubChem, several laboratories
CIT2 TOR yeast = modulators of CIT2-GFP expression in yeast, primary screen, S. cerevisiae, GFP fusion, multiplex flow cytometry, MLPCN library; AID 2029, 2009; 320,000 tested, 0.065% active; GFP response vs DMSO, % at 10 µM; S. cerevisiae CIT2-GFP strain, 3 h; 100 means same as DMSO wells;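 active = GFP response relative to DMSO above a set limit, near the screen mean plus 3 SD, cut at about 150% in these data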;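 note: ratio of well median GFP fluorescence to mean of DMSO wells on the plate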
MEX-5 binding = MEX-5 zinc finger RNA-binding disruptors – biochemical, C. elegans, fluorescence polarization, MLPCN library, primary screen; Zinc finger protein mex-5 (Caenorhabditis elegans), Q9XUB2; MEX-5/FITC-TCR2 RNA binding; stronger effect = lower value; activity score (negative = inhibition of binding), % at 10 µM; 300,000 tested, 0.38% active; AID 1832, 2009;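 active = inhibition past about -25% in most replicates, and total fluorescence under double the plate's negative control median, limit read from the data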;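 note: 0% = DMSO and -100% = 5 µM competing unlabeled TCR2 RNA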
AGP1 TOR yeast = modulators of AGP1-GFP expression in yeast TOR pathway, primary screen, cell-based, multiplex flow cytometry, S. cerevisiae, MLPCN library; 3 h; GFP as percent of DMSO wells; GFP response vs DMSO, % at 10 µM; 320,000 tested, 0.02% active; AID 2066, 2009;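 active = GFP response relative to DMSO above a set limit, near screen average plus 3 SD, cut at about 150% in these data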;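 note: median GFP channel fluorescence of the gated AGP1 strain per well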
CR mimetic SO = reduction of superoxide in aged yeast, primary screen, HTS | S. cerevisiae aged cells, superoxide DHE fluorescence; stronger effect = lower value | superoxide response (% of plate mean), % at 10 µM | 330,000 tested, 0.18% active;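 active = superoxide response under a set limit, about three screen SD below normal, cut at about 65% in these data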;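 note: yeast aged for seven days with compound at 30 °C before DHE staining; 100% = average MFI of all compound-treated wells on the plate with controls excluded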
MCL1-BIM inh = inhibitors of MCL1 binding to BIM-BH3, primary screen, biochemical, fluorescence polarization; 320,000 tested, 0.68% active; inhibition, % at 10.9 µM; Induced myeloid leukemia cell differentiation protein Mcl-1 (Homo sapiens), Q07820; AID 2057, 2009; GST-MCL1 / FITC-Bim-BH3 fluorescence polarization;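 active = inhibition above the mean inhibition of all tested compounds plus 3 SD, set per campaign, cut at about 40% in these data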;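 note: 0% = DMSO wells and 100% = unlabeled Bim-BH3 peptide control; higher means more loss of mP so more displacement of Bim peptide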
Target sequence (Q07820 whole entry, looked up): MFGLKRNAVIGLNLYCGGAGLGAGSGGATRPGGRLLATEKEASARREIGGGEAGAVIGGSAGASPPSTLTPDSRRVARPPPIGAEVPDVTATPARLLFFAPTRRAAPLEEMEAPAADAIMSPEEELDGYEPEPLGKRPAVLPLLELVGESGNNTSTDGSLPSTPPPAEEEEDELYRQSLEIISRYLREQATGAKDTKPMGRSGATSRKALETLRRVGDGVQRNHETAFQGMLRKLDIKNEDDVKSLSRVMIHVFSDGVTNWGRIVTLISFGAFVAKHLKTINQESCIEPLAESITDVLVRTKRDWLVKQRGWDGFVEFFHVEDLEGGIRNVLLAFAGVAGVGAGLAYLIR
GLD-1 RNA inh = GLD-1/TGE RNA complex disruptors, primary screen, biochemical, fluorescence polarization | purified GLD-1 + fluorescein TGE RNA | Female germline-specific tumor suppressor gld-1 (Caenorhabditis elegans), Q17339 | AID 2280, 2010 | inhibition, % at 5.96 µM | 320,000 tested, 0.44% active;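 active = percent inhibition above a per-plate cutoff, the plate mean of test compounds plus 3 SD, cut at about 30% in these data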;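 note: 0% = DMSO wells with GLD-1 and probe and 100% = wells lacking GLD-1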
Target sequence (Q17339 whole entry, looked up): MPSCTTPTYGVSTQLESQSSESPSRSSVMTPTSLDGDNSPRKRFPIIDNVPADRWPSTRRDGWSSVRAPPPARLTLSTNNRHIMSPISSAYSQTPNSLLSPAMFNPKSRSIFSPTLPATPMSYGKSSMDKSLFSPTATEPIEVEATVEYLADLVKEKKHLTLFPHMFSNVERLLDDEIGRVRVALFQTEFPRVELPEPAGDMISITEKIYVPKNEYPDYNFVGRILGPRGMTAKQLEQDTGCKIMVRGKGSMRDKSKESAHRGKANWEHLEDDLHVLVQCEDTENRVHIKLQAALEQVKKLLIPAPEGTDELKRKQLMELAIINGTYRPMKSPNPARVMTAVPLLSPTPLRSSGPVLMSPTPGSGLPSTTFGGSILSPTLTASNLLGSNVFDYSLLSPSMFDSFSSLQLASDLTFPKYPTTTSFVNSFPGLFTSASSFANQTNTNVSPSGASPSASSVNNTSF
GRK2 aptamer HTS = compounds blocking aptamer binding on GRK2 – biochemical, human GRK2, bead flow cytometry, HTS, primary screen | Beta-adrenergic receptor kinase 1 (Homo sapiens), P25098 | FAM-aptamer displacement from GRK2 | inhibition of aptamer binding, % at 10 µM | 330,000 tested, 0.59% active;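 active = inhibition of aptamer binding above 40%, roughly 3 SD of noise, on plates passing a quality check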;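 note: median bead fluorescence of bound FAM aptamer so fluorescent compounds give negative values; no value below 0 was filed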
VLA-4 inh = inhibition in human VLA-4 binding assay, primary screen, VLA-4 allosteric modulator project, MLPCN library, flow cytometry, VLA-4 expressing cells; Integrin alpha-4 (Homo sapiens), P13612; ligand binding flow cytometry; inhibition, % (about 7 µM as worked out from the volumes in the protocol); 330,000 tested, 0.2% active; AID 2557, 2010; in the data active = inhibition above about 50%
BCLXL inh = inhibitors of human Bcl-xL, primary screen, biochemical, fluorescence polarization, HTS. AID 2129, 2009. 320,000 tested, 0.7% active. GST-Bcl-xL / FITC-Bim BH3 peptide fluorescence polarization. Bcl-2-like protein 1 (Homo sapiens), Q07817. inhibition, % at 10.9 µM;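 active = inhibition above the mean of all tested compounds plus 3 SD, cutoff set per campaign, cut at about 30% in these data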;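 note: 0% = DMSO wells and 100% = unlabeled Bim-BH3 peptide competitor; inhibitors lower millipolarization by displacing the labeled peptide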
* = called active by the depositor; i = inactive; . = no result given.

SMILES	CIT2 TOR yeast	MEX-5 binding	AGP1 TOR yeast	CR mimetic SO	MCL1-BIM inh	GLD-1 RNA inh	GRK2 aptamer HTS	VLA-4 inh	BCLXL inh
CC(C(=O)Nc1ccccc1Br)N1c2cccc3cccc(c23)S1(=O)=O (centres undefined)	90	2.2	99	107	5	1	0	1	2
Cc1ccc(NC(=O)/C(=C\c2cccnc2)NC(=O)c2ccccc2)cc1	99	0.3	99	94	-1	6	0	1	-4
Cc1ccc(C(=O)CC(Nc2ccc(F)cc2)c2ccccc2)cc1 (centres undefined)	98	-0.9	110	95	0	3	2	0	1
Cc1ccc(-c2nnc(SCC#N)n2N)cc1	106	0.1	107	112	-4	1	0	2	-3
COCCn1c(SCC(=O)NC(=O)NC2CCCC2)nc2ccccc2c1=O	92	.	100	88	3	4	0	7	-3
c1coc(CNc2nc3nonc3nc2NCc2ccco2)c1	105	.	.	103	8	23	8	14	12
CCOC(=O)c1cc(NC(=O)N2CCOCC2)c(C)nc1C	96	0.7	99	97	-6	-2	0	28	4
N#C/C(=C/c1ccc(-c2cc([N+](=O)[O-])ccc2Cl)o1)C(N)=O	102	-4.7	96	108	28	-6	1	-1	8
CSc1nsc(SCC(=O)Nc2cccc(C(C)=O)c2)n1	88	0.2	111	102	8	9	0	12	0
Cc1nnc(SCc2cc([N+](=O)[O-])cc3c2OCOC3)[nH]c1=O	101	3.7	104	99	-2	7	1	1	4
Cc1ccc(NC(=O)c2cc([N+](=O)[O-])ccc2N2CCOCC2)cc1S(=O)(=O)N(C)C	102	-1.5	102	102	4	-1	0	-1	11
COc1ccc(CC(NC(C)=O)C(=O)N2CCN(C(=O)Nc3cccc(Cl)c3)CC2)cc1OC (centres undefined)	104	-0.1	96	106	1	-2	0	32	2
COc1ccc2c(C)cc(SCC(=O)NC3CCCC3)nc2c1	87	.	93	97	.	8	0	-10	.
CCc1ccc(N/C(N)=N/c2nc(CSc3ncccn3)cc(=O)[nH]2)cc1	92	0.7	97	99	4	-2	2	11	5
O=C(Cc1cccs1)NNC(=S)NC(=O)c1ccc(F)c(F)c1	94	4.7	99	91	6	9	0	8	10
O=S(=O)(NCCS(=O)(=O)N1CCN(c2ccccc2)CC1)c1ccccc1	91	2.0	96	83	-5	12	0	4	-4
CN1CCOc2cc(S(=O)(=O)Nc3ccc(F)cc3)ccc21	118	-0.9	38	84	6	-9	1	-2	6
COc1ccc(-c2nn(-c3ccccc3)cc2/C=C(\C#N)C(N)=O)cc1[N+](=O)[O-]	.	-0.8	97	103	2	5	1	-8	3
COCCn1c(SCC(=O)N(C)C2CCS(=O)(=O)C2)nc2ccccc2c1=O (centres undefined)	100	1.3	103	113	1	-3	0	-5	0
COc1cccc(NC(=O)CSc2nc3ccccc3c(=O)n2CCCC(=O)N2CCCC2)c1	96	1.0	99	97	0	6	0	6	6
O=C(c1ccc(S(=O)(=O)N2CCC(c3nc4ccccc4s3)CC2)cc1)N1CCOCC1	108	-0.8	104	78	7	9	1	5	7
COCCCNC(=O)CCC(=O)Nc1ccc2nc(N3CCOCC3)cc(C)c2c1	103	1.6	99	105	2	0	0	5	3
COc1ccc(C(=O)Cn2nnc(-c3cccs3)n2)cc1	91	0.9	94	102	6	-1	0	3	4
COC(=O)c1cccnc1-n1c(=O)c2cccnc2n(Cc2cccc(OC)c2)c1=O	97	-1.1	105	95	5	4	3	23	1
CC(=O)c1ccc(NC(=O)CSCC(=O)Nc2ccc3ccccc3c2)cc1	104	0.6	106	92	-3	3	1	10	8
O=C(NCc1ccccn1)c1ccc(CNS(=O)(=O)c2ccc(F)cc2)cc1	101	-1.7	102	121	-4	9	0	3	5
COc1ccc(-c2ccc(C(C)=O)cc2)cc1[C@H]1[C@@H]2C=CCC[C@@]2(C)C(=O)N1Cc1ccccc1	94	.	98	106	7	-4	3	-5	5
O=C(C[C@H]1C(=O)N(Cc2ccccc2)C[C@@H]1Cc1ccccc1)Nc1ccccc1	94	5.4	86	91	11	-1	0	-7	7
O=C(O)CC(NC(=O)OCc1ccccc1)c1ccc(Br)cc1 (centres undefined)	91	2.0	95	119	3	2	1	21	0
Cc1cccc(C(=O)OCC(=O)Nc2c(C)n(C)n(-c3ccccc3)c2=O)c1	96	.	101	105	-4	-4	0	15	-1
COc1cccc(N2CC(=O)Nc3c(oc4nc(-c5ccccc5)cc(C)c34)C2=O)c1	103	-3.2	108	i	0	1	3	15	0
Cc1nc(N)nc(Nc2ccc(C#N)cc2)c1Br	103	-1.7	104	93	-1	3	0	3	4
Cc1ccc(CN2CCN(c3ncccn3)CC2)c(C)c1	107	-4.5	113	89	5	2	2	8	6
CCOC(=O)C1CCCN(C(=O)c2ccc3oc(CCc4ccccc4)nc3c2)C1 (centres undefined)	91	-2.0	102	101	-5	3	0	2	6
Cc1cc(NC(=O)CCN2C(=O)C3C4CCC(C4)C3C2=O)c(C)cc1Br (centres undefined)	110	0.3	85	101	3	8	2	0	4
CCc1noc(C)c1C(=O)N1CCN(S(=O)(=O)c2ccc(Br)cc2Cl)CC1	84	-0.7	86	91	-4	4	1	9	-5
CC1(C)Cc2cccc(OCC(=O)N3CCN(c4ccc([N+](=O)[O-])cc4)CC3)c2O1	103	0.6	101	117	-2	6	5	-22	5
COC(=O)CNC(=O)COC(=O)/C=C/c1ccc(F)cc1	101	-1.2	95	103	-1	9	0	-3	1
Cc1ccc(NC(=O)c2cc(CC(C)C)nc3ccccc23)cc1	96	-1.3	96	96	16	-1	1	-7	18
Cc1oc(/N=C/c2ccc3c(c2)OCO3)c(C#N)c1C	99	-2.6	88	103	19	36*	1	1	16

Limited to GLD-1 RNA inh and CR mimetic SO (3 entries from above):
SMILES	GLD-1 RNA inh	CR mimetic SO
CCc1noc(C)c1C(=O)N1CCN(S(=O)(=O)c2ccc(Br)cc2Cl)CC1	4	91
CC1(C)Cc2cccc(OCC(=O)N3CCN(c4ccc([N+](=O)[O-])cc4)CC3)c2O1	6	117
COC(=O)CNC(=O)COC(=O)/C=C/c1ccc(F)cc1	9	103

(cont.)
SMILES	CIT2 TOR yeast	MEX-5 binding	AGP1 TOR yeast	CR mimetic SO	MCL1-BIM inh	GLD-1 RNA inh	GRK2 aptamer HTS	VLA-4 inh	BCLXL inh
COCCCNC(=O)C(C)N1c2cccc3cccc(c23)S1(=O)=O (centres undefined)	102	-1.0	108	100	.	.	3	2	.
COc1ccc(/C=C(\CC(=O)O)c2nc3ccccc3o2)cc1	116	1.4	106	127	-1	0	0	7	3
CCCCNC(=O)CCn1c(=O)c2ccccc2n(Cc2ccccc2C)c1=O	100	-0.7	102	83	-3	7	0	6	8
O=C(COC(=O)Cc1c(F)cccc1Cl)NNC(=O)c1ccccc1	106	.	100	107	.	-4	0	1	.
CC(C)Oc1ccc(S(=O)(=O)N2CCCCC2)cc1NC(=O)CN1C(=O)NC(C)(c2ccccc2)C1=O (centres undefined)	103	-1.4	95	99	1	7	1	0	2
COCCNC(=O)CN(C(=O)Cn1nnc2ccccc21)c1ccccc1C	95	0.8	102	115	-9	4	10	9	-6
CN(C)C(=O)[C@H]1C[C@H]1[C@@H](O)[C@H](CO)NC(=O)[C@H](Cc1ccccc1)NC(=O)OC(C)(C)C	101	3.4	104	95	-6	0	0	19	-1
COc1ccc2c(c1)OC13CCN(C)CC1C2C(C(=O)c1ccc(F)cc1)C(=O)N3 (centres undefined)	106	0.6	105	94	2	4	0	5	2

A portion taken from the entries so far:
SMILES	CIT2 TOR yeast	MEX-5 binding	AGP1 TOR yeast	CR mimetic SO	MCL1-BIM inh	GLD-1 RNA inh	GRK2 aptamer HTS	VLA-4 inh	BCLXL inh
COCCCNC(=O)C(C)N1c2cccc3cccc(c23)S1(=O)=O (centres undefined)	102	-1.0	108	100	.	.	3	2	.
COc1ccc(/C=C(\CC(=O)O)c2nc3ccccc3o2)cc1	116	1.4	106	127	-1	0	0	7	3

Part of the list above in order of heavy-atom count, lowest first:
SMILES	CIT2 TOR yeast	MEX-5 binding	AGP1 TOR yeast	CR mimetic SO	MCL1-BIM inh	GLD-1 RNA inh	GRK2 aptamer HTS	VLA-4 inh	BCLXL inh
COCCCNC(=O)C(C)N1c2cccc3cccc(c23)S1(=O)=O (centres undefined)	102	-1.0	108	100	.	.	3	2	.
CCCCNC(=O)CCn1c(=O)c2ccccc2n(Cc2ccccc2C)c1=O	100	-0.7	102	83	-3	7	0	6	8
COc1ccc2c(c1)OC13CCN(C)CC1C2C(C(=O)c1ccc(F)cc1)C(=O)N3 (centres undefined)	106	0.6	105	94	2	4	0	5	2
CC(C)Oc1ccc(S(=O)(=O)N2CCCCC2)cc1NC(=O)CN1C(=O)NC(C)(c2ccccc2)C1=O (centres undefined)	103	-1.4	95	99	1	7	1	0	2
